Bioassay records deposited in PubChem BioAssay by several laboratories.
Fibroblast inh: blocks proliferation of human lung fibroblasts; AID 719; LL 47 human lung fibroblast viability, ATP luminescence; hits give low values; 85,000 tested, 1.1% active; viability, % at 10 µM;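 active = viability at or below 50% in the single dose screen; inactive = viability above 50%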;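 also: compound exposure lasted 72 h before the ATP readout; 100% = median luminescence of untreated cell-only wells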
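Material: human LL 47 lung fibroblast cells; quantity: 1,150 cells/well; medium: IMEM plus 15% FBS; doses: 0.1% DMSO in all compound wells; timing: overnight attachment after seeding, then 72 h compound exposure at 37 °C; detection: CellTiter-Glo luminescence; measure: % viability of median cell-only signal; controls: cell-only wells, no compound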
TNFa cytotox: toxic to HUVEC cells under TNF alpha stimulation; 93,000 tested, 0.17% active; cell count reduction, % at 2 µM; HUVEC TNFalpha-stimulated, Hoechst cell count, imaging;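 active = cell count reduction exceeding the screen mean by over 5 SD, scaled to untreated wells per plate, cut at about 78% in these data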;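 also: cells counted after 24 h of TNF alpha exposure following the 1 h pretreatment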
H69AR inhibit: growth inhibitors of human H69AR lung tumor cells | H69AR lung tumor viability, ATP luminescence, 72 h; hits give low values | viability, % at 10 µM | 85,000 tested, 6% active;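 active = viability at or below 40%; inactive = viability above 40%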;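 also: multidrug resistant small cell line overexpressing MRP-1 efflux transporter; 100% = mean luminescence of untreated control wells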
Smad3 inh: Smad3 (human) transcription factor binding inhibition; inhibition, % at 25 µM; AID 630; TR-FRET Smad3/Dy647-FoxH1 peptide binding, europium anti-His; 88,000 tested, 0.29% active;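 active = compounds that reduce the energy-transfer binding signal between the protein and its labelled peptide by more than half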;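 also: 0% = Smad3 plus labelled peptide maximal FRET and 100% = peptide-only background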
HUVEC tox IL1B: toxic to HUVEC cells under IL-1B stimulation; cell count reduction, % at 2 µM; HUVEC cell count loss, Hoechst imaging, IL-1B stimulated; AID 845; 94,000 tested, 0.41% active;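 active = cell count reduction more than 3 SD above the screen-wide mean, cut at about 70% in these data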;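 also: normalized per plate to untreated control cells as the no-loss baseline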
cytoskel mod: alters cytoskeleton assembly in HUVEC cells; HUVEC TNFa F-actin phalloidin imaging, high content; AID 836; inhibition, % at 2 µM; 91,000 tested, 0.18% active;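 active = inhibition above the batch mean plus 3 SD and confirmed as a hit by visual image inspection, cut at about 30% in these data, passing the limit was not always enough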; also: strong numbers were not always called active
HUVEC prolif 384: inhibitors of human endothelial cell proliferation | HUVEC proliferation, CellTiter-Glo luminescence, 72 h; hits give low values | AID 648 | 86,000 tested, 1.1% active | viability, % at 10 µM (by protocol);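 active = viability at or below 30%; inactive = viability above 30%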;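 also: 100% = median luminescence of DMSO-only cell control wells on each plate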
VCAM1 TNFa inh: reduces TNF alpha induced VCAM1 expression in HUVEC; HUVEC TNFa-induced VCAM-1 immunofluorescence, high-content imaging; inhibition, % at 2 µM; 95,000 tested, 0.48% active; AID 802;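 active = inhibition above the batch mean plus 3 SD, with images confirmed as a hit by eye, cut at about 37% in these data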;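 also: 0% = TNF-stimulated DMSO wells and 100% = unstimulated control wells; not every result past the cut was called active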
PTK2B oligo ant: blocks oligomerization of human Pyk2 in cells; Q14289; Q293 cells, Pyk2 FERM NanoBiT luminescence; hits give low values; z-score (the deposit names both 25 µM and 10 µM); 99,000 tested, 0.83% active;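 active = Z-score of -3 or lower, scaled per plate to the spread of control and sample wells; inactive = z-score above -3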;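 also: negative z-score means lost luminescence so less FERM oligomerization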
Target sequence (Q14289 whole entry, looked up): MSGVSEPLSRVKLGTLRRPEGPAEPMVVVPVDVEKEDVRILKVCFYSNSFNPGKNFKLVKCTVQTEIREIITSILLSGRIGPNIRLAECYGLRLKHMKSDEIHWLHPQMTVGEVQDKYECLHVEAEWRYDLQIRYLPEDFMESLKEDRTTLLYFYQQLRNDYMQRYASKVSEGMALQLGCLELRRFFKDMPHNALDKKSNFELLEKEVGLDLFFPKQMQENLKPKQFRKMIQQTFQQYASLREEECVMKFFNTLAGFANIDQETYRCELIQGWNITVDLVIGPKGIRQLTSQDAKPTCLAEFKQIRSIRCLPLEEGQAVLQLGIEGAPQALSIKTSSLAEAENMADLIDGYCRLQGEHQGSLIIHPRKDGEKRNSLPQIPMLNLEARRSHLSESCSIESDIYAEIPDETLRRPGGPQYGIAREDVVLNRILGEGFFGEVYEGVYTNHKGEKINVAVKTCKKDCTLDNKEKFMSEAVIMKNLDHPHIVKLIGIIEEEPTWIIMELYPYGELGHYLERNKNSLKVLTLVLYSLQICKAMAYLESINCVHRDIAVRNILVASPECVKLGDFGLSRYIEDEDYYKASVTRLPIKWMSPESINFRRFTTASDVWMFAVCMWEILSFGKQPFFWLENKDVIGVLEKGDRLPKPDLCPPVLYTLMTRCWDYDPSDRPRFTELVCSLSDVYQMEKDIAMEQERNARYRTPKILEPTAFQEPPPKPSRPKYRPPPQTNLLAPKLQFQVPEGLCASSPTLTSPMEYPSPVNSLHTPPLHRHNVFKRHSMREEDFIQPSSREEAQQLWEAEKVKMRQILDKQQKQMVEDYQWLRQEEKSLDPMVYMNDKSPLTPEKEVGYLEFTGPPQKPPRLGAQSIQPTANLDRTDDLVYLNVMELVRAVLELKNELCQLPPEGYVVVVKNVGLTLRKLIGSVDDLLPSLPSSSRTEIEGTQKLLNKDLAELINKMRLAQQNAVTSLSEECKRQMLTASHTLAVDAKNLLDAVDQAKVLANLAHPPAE
* = called active by the depositor; · = not tested or not shown; [ ] = another dose, or the depositor's remark. Some of the compounds tested, so the mix of outcomes need not match the whole.

SMILES	Fibroblast inh	TNFa cytotox	H69AR inhibit	Smad3 inh	HUVEC tox IL1B	cytoskel mod	HUVEC prolif 384	VCAM1 TNFa inh	PTK2B oligo ant
O=C(NC1CCCCC1)c1ccc(S(=O)(=O)N2CCCCC2)cc1	93.5	6.7	99.3	0.6	24.9	-19.4	85.1	10.0	1.46
Cn1nccc1C(=O)Nc1ccccc1C(=O)O	67.1	·	108.7	9.8	·	·	94.7	·	-0.61
CCOC(=O)CSc1nnc(CNC(=O)c2ccccc2OC)n1-c1ccc(OC)cc1	102.9	-17.9	102.8	7.6	-11.8	4.6	96.1	3.3	2.75
Cc1cccc(OCCCc2c(C)n[nH]c2C)c1	94.6	·	104.3	5.1	·	·	115.0	·	-0.45
CN(C)c1nc(N)nc(Cn2ccnc2)n1	92.8	1.5	80.6	-3.8	26.9	-1.4	82.3	2.7	0.35
CCOC(=O)c1ccccc1N/C=C1\CCCC1=O	90.1	-25.7	93.1	2.2	-18.8	0.7	84.2	8.7	0.84
CCOc1cc(/C=C(\C#N)c2[nH]nc(N)c2C#N)ccc1O	81.6	-7.4	36.6*	10.7	10.5	·	63.8	2.3	-3.14*
Cc1c(Cl)cccc1Nc1nc(N)nc(CSc2ncccn2)n1	84.5	0.4	1.4*	1.2	-9.6	-5.3	100.3	1.6	-0.75
CCOc1ccc(Oc2ccc(-c3nnc(-c4ccccc4)o3)cc2[N+](=O)[O-])cc1	·	-7.0	·	·	-9.0	-54.4	·	3.5	1.96
Cc1ccccc1-c1nc2sc(-c3ccccc3)cc2c(=O)o1	·	9.0	·	·	4.8	-5.7	·	19.1	-1.81
COC(=O)C1=C(Cn2cnc3ccccc32)NC(=O)NC1c1cc(C)ccc1C (stereo not drawn)	99.0	2.2	49.9	-1.0	-12.7	-4.7	92.8	0.5	-1.28
O=C(OCC(=O)c1ccc[nH]1)c1ccc(S(=O)(=O)N2CCCCCC2)cc1	91.4	-13.5	97.3	0.0	·	0.0	93.2	-3.4	1.95
Cc1ccc(-c2noc(CN(C(=O)C(c3ccccc3)c3ccccc3)C(C)C)n2)cc1	85.6	-1.4	85.1	1.8	-8.6	7.6	72.0	9.4	-2.4
CCCCCC(=O)N1CCCC(c2nc(-c3ccc(OC)cc3)no2)C1 (stereo not drawn)	99.7	-5.5	79.1	13.0	-1.8	6.9	111.2	15.8	0.11
CC(C)C(C(=O)Nc1ccc(S(=O)(=O)N2CCOCC2)cc1)N1C(=O)c2ccccc2C1=O (stereo not drawn)	102.6	-8.7	98.3	-3.0	-23.4	-19.6	90.1	1.1	-0.11
CC1CCCCN1CC(=O)Nc1ccc(Oc2ccccc2)cc1 (stereo not drawn)	93.7	3.8	68.4	-9.4	15.8	-28.5	91.6	-16.8	-0.67
CCOC(=O)c1ccc2nc(C)c3c(c2c1)OC(C)C3 (stereo not drawn)	94.5	2.1	90.5	5.6	-56.3	8.4	92.6	-1.4	-1.05
COc1ccc(S(=O)(=O)N(C)CC(=O)N2CCN(c3ccc(F)cc3)CC2)cc1OC	93.7	-13.9	76.9	0.9	-6.4	15.3	94.9	-3.5	0.47
CCCCCn1c(=NC(C)=O)c(C#N)cc2c(=O)n3cccc(C)c3nc21	88.8	·	49.6	-3.5	·	·	89.8	·	·
CCCCOC(=O)CCn1c(=S)oc2ccccc21	104.5	0.0	87.1	-1.7	-34.9	-54.9	96.5	-4.7	0.75
O=C(Nc1nc(-c2ccc(S(=O)(=O)N3CCCCCC3)cc2)cs1)c1cccs1	89.8	-12.5	66.9	5.2	-12.8	-13.8	85.9	-5.6	-0.61
O=C(CN1CCN(c2ccccn2)CC1)NC1CCCCC1	96.0	7.3	96.6	-3.9	-11.5	-35.6	102.0	-8.9	-0.11
CCOC(=O)C1NC(=O)CC1c1ccccc1 (stereo not drawn)	95.2	-0.3	95.3	-6.1	-13.6	-9.5	93.3	9.0	0.43
COc1ccccc1N(CCC#N)C(=O)CSc1ccc2c(c1)OCCO2	104.5	49.1	92.0	10.5	6.4	9.9	101.3	21.1	-1.14
CCn1c(C)[n+](CCCS(=O)(=O)[O-])c2cc(Cl)c(Cl)cc21	·	-7.2	·	·	-3.8	9.9	·	6.3	-0.36

Next part.
SMILES	Fibroblast inh	TNFa cytotox	H69AR inhibit	Smad3 inh	HUVEC tox IL1B	cytoskel mod	HUVEC prolif 384	VCAM1 TNFa inh	PTK2B oligo ant
CC1(C(=O)O)Sc2[nH]c(=O)sc2C2c3ccccc3OC(=O)C21 (stereo not drawn)	103.5	·	90.9	9.6[fluorescence artefact?]	·	·	102.4	·	-0.62
CC1Cc2ccccc2N1c1ncnc2c1nnn2Cc1ccccc1 (stereo not drawn)	97.0	22.1	87.7	-3.2	-7.9	-17.4	98.5	-18.1	-1.89
O=C(COc1ccccc1Cl)NCCCN1CCOCC1	92.0	28.1	82.2	10.0	24.2	-41.5	98.2	17.8	0.32
O=C(Nc1nc(COc2ccccc2)cs1)C12CC3CC(CC(C3)C1)C2	87.1	-6.7	39.2*	8.1	5.4	4.8	55.5	0.5	-0.99
Cc1occc1C(=O)NC1CCCCCC1	95.6	0.8	93.7	-3.5	14.3	22.7	94.3	6.5	-0.62
Cc1noc(C)c1COC(=O)C1CC(O)CN1S(=O)(=O)c1ccc(Cl)cc1 (stereo not drawn)	99.2	-20.2	99.3	-9.7	3.4	4.8	92.3	-12.1	0.5
CC1(C)Cc2c(C#N)c(NCCCO)nc(-c3ccccc3)c2CO1	82.5	·	66.3	-12.6	·	·	92.2	·	·
COC(=O)c1sc2ncccc2c1OCc1c(Cl)cccc1Cl	·	1.9	·	·	-46.5	14.8	·	25.1	-0.44
COc1ccc(-n2nc(C(=O)NCC(=O)NCc3ccco3)c3ccccc3c2=O)cc1	102.6	-21.8	100.9	-2.0	-61.4	-9.0	90.5	-8.1	-0.55
O=C(c1cccs1)N1CCc2c([nH]c3ccccc23)C1c1ccc(Cl)cc1 (stereo not drawn)	·	-9.6	·	·	-4.8	-8.1	·	8.2	-2.39
CCOC(=O)c1c(N)sc(C(N)=O)c1C	96.6	·	87.8	-10.9	·	·	102.7	·	-0.09
CCn1c(CNc2ccc(OC)cc2)nnc1SCC(=O)N1CCCc2ccccc21	91.9	15.6	63.0	5.5	-8.6	-13.4	86.3	10.9	0.56
Cc1nnc(-c2cnn(-c3ccccc3)c2N)n1Cc1ccccc1	·	3.7	·	·	-3.9	1.9	·	-8.9	-0.58
Cn1c(C(N)=O)cnc1Sc1ncc(C(F)(F)F)cc1Cl	·	-27.4	·	·	-14.8	12.6	·	-20.7	-0.19
CCOC(=O)c1cc2c(N)c(C(=O)c3cc(C#N)c(SC)nc3C)sc2nc1C	·	4.2	16.1*	-6.2[fluorescence artefact?]	4.7	4.2	42.2	-11.0	-1.48
CCn1c(C)cc2c(c1=O)C(c1ccccc1Br)C(C#N)=C(N)O2 (stereo not drawn)	101.7	·	92.6	-0.8	·	·	87.1	·	-0.01
COc1ccc(C2C(C(=O)N3CCN(c4ccccc4F)CC3)c3ccccc3C(=O)N2C)cc1 (stereo not drawn)	95.4	-30.1	53.5	-6.3	8.9	2.4	94.3	9.4	-0.57
COc1ccc(-c2nnc(SCc3nnc(-c4ccc(Cl)cc4)o3)n2-c2ccccc2)cc1	99.2	-1.2	89.2	-0.1[fluorescence artefact?]	-4.7	2.6	93.7	12.4	1.28
Cc1ccc(NC(=O)Cn2c(/C=C/c3ccccc3)nc3ccccc32)cc1C	·	3.3	·	·	0.4	-1.7	·	11.6	-3.84*
CC(C)n1c(SCCCc2ccccc2)nc2c1c(=O)[nH]c(=O)n2C	·	-8.9	·	·	11.1	2.0	·	6.9	·
NC(=O)CSc1nnnn1-c1ccc2c(c1)OCCO2	101.6	·	102.2	7.0	-36.2	13.5	103.9	-29.7	-0.2
Cc1nnc(SCC(=O)N2CCC(c3noc4ccc(F)cc34)CC2)s1	101.9	12.8	60.9	5.8	17.9	-40.8	73.3	-0.1	-0.55
COC(=O)c1ccccc1NC(=O)C(C)NS(=O)(=O)c1ccc(OC)cc1 (stereo not drawn)	104.2	-6.6	79.2	2.5	-2.5	1.7	89.9	6.5	0.27
Cc1ccc(S(=O)(=O)NCCCOC(=O)Nc2ccncc2)cc1	93.0	-31.3	83.7	3.2	-23.8	-27.1	97.6	11.9	2.2
CN(C)CCN1C(=O)C(O)=C(C(=O)c2cc3ccccc3o2)C1c1ccccn1 (stereo not drawn)	97.9	6.2	99.4	-9.0	-4.2	-9.7	102.9	0.8	·

Other structures
SMILES	Fibroblast inh	TNFa cytotox	H69AR inhibit	Smad3 inh	HUVEC tox IL1B	cytoskel mod	HUVEC prolif 384	VCAM1 TNFa inh	PTK2B oligo ant
CCN(CC)S(=O)(=O)c1ccc(S(=O)(=O)Nc2ccc3c(c2)oc2ccccc23)cc1	96.5	7.7	32.9*	-9.6	7.0	-13.6	62.8	7.7	-0.66
CC(CCc1ccco1)NC(=O)Cn1nc(Cc2ccncc2)c2ccccc2c1=O (stereo not drawn)	97.0	-21.3	88.8	4.1	0.0	7.5	103.6	9.3	·
COc1ccc(C2N(c3cc(Cl)ccc3OC)C(=O)C3CCCN32)cc1 (stereo not drawn)	104.7	-15.6	101.1	9.5	2.0	6.5	99.3	1.9	·
COc1ccc(-c2c3c(=O)n(C)c(=O)n(C)c3cn2N2CCOCC2)cc1	·	-9.1	·	·	-7.5	33.1	·	2.5	0.21
Cc1ccc(CCNc2ccccc2)c[n+]1[O-]	101.2	·	94.0	0.8	·	·	85.3	·	-0.17
Cc1nc2cc(O)ccc2n1C	104.3	-9.2	97.8	-3.1	6.2	19.9	106.7	-8.2	-0.03
CCc1nc(NCCCCCO)c2nnn(Cc3ccccc3F)c2n1	96.7	-15.9	83.6	-0.2	-14.0	3.7	103.9	9.5	-0.13
c1coc(CNc2ncnc3sc4c(c23)CCCCC4)c1	100.5	-29.8	89.8	6.6	-4.6	-12.6	92.1	9.0	-0.76
O=c1cc(O)sc2ccccc12	·	-32.1	·	·	0.5	28.0	·	0.0	-0.57
CCOC(=O)Cn1nnnc1CN(Cc1cccs1)Cc1cc2cc(C)cc(C)c2[nH]c1=O	101.4	-5.8	81.6	6.2	5.1	·	88.6	3.1	0.08
Cc1nn(Cc2ccc(C(=O)n3cccn3)o2)c(C)c1Br	101.1	-19.7	97.1	-2.1	18.4	-1.6	87.5	-7.6	0.74
